TRPC4 agonist: opens the mouse TRPC4 cation channel; HEK293 TRPC4beta/mu-opioid, Fluo4 calcium fluorescence; hits give high values; B-score at 10 µM; actives 0.49% (n = 310,000); AID 2237;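 active = B-score above 5 SD of library B-scores, and initial fluorescence ratio not above library mean plus 5 SD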;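 note: positive B-score marks a calcium rise read as TRPC4 activation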
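Material: HEK293 stable line with TRPC4beta plus mu-opioid receptor; technique: Fluo4 calcium-sensitive dye fluorescence, kinetic, 1 Hz baseline; timing: Fluo4 dye loading 45 min at room temperature, 110 s recording; controls: assay buffer as low control, maximal DAMGO as high control; read-out: integrated baseline-normalised fluorescence ratio, converted to per-well B score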
KCNK3 block: human KCNK3 channel inhibition, primary screen | O14649 | CHO-KCNK3 thallium flux, FluxOR fluorescence; hits give low values | B-score at 10 µM | actives 0.84% (n = 340,000) | AID 602410;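 active = B-score under library mean minus 4 SD, starting fluorescence ratio at most library mean plus 5 SD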;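 note: more negative B-score means stronger inhibition of thallium flux through KCNK3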
ANO1 activ: mouse TMEM16A channel activation, primary screen | Q8BHY3 | HEK293 TMEM16A/YFP-H148Q/I152L, iodide quench fluorescence; hits give low values | B-score at 10 µM | actives 0.3% (n = 340,000);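 active = fluorescence-ratio B-score plate-corrected deviation score at least 3 library SD below zero, with starting fluorescence score within 5 deviations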;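 note: channel opened by trigger with iodide after compound preincubation; score built on the fluorescence ratio of max minus min over baseline; more negative score means more quench and so TMEM16A activation or potentiation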
HDAC3 inh: blocks human histone deacetylase 3 | inhibition, % at 8.3 µM | O15379 | actives 0.15% (n = 320,000) | recombinant HDAC3, fluorogenic peptide/trypsin coupled, fluorescence | AID 2718; in the data active = inhibition above about 26%, passing the limit was not always enough; inconclusive = no clear call, values can overlap the other calls
KCNK9 block: human KCNK9 channel inhibition. B-score at 10 µM. Q9NPC2. HEK293 KCNK9, FluxOR thallium flux fluorescence; hits give low values. actives 1.2% (n = 310,000);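 active = ratio B-score over 3 SD below the library mean, with starting fluorescence within 5 SD of its mean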;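 note: negative B-score means less thallium flux so channel inhibition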
Target sequence (Q9NPC2 whole entry, looked up): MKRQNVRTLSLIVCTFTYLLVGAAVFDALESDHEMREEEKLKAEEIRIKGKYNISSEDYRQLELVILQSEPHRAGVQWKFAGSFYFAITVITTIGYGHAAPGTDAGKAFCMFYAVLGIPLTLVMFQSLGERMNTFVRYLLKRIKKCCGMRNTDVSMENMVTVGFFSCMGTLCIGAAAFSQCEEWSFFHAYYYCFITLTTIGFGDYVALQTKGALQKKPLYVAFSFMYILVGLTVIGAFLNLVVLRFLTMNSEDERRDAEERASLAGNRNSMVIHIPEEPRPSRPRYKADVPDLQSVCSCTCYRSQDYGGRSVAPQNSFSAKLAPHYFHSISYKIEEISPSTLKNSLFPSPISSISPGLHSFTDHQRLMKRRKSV
Dyrk1A ADPGlo: blocks rat Dyrk1A kinase activity | Q63470 | ADP-Glo luminescence, NFATc1 peptide | inhibition, % at 12.5 µM | actives 0.43% (n = 310,000); in the data active = inhibition above about 50%;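 note: plate controls were vehicle with enzyme for no effect and no enzyme for full effect; many of its hits are not listed in these tables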
KCNQ1 inh: inhibitors of human KCNQ1 potassium channel | P51787 | CHO-K1 KCNQ1, FluxOR thallium flux fluorescence; hits give high values | B-score at 10 µM | actives 1.3% (n = 310,000);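 active = compounds whose thallium flux B-score, printed positive for inhibition, exceeds three library SD while starting fluorescence stays within three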;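 note: channel opened by potassium depolarization with thallium stimulus after 20 min compound exposure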
Target sequence (P51787 whole entry, looked up): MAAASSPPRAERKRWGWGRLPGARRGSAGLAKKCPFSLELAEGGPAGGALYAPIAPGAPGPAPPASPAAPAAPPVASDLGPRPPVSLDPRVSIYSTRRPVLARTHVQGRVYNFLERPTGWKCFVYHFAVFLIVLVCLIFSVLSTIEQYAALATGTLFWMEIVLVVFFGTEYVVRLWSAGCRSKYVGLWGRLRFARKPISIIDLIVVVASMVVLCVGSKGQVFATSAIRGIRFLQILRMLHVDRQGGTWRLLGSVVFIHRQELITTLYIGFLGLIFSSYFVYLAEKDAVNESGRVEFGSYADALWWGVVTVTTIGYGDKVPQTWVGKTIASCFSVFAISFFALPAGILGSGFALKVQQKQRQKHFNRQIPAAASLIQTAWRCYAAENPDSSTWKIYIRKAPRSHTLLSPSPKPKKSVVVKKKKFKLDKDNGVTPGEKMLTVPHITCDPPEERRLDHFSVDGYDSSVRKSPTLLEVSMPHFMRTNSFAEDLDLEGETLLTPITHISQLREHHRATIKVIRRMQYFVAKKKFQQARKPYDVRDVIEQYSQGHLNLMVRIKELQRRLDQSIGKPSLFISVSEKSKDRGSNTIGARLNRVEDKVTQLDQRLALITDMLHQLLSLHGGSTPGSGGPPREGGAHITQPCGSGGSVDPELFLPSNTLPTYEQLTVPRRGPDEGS
hERG protect: compounds protecting human hERG from proarrhythmic drug block. Q12809. CHO-hERG, FluxOR thallium flux, dofetilide IC70 present. activation (rescue from dofetilide block), less the hit threshold, % at 10 µM. actives 0.51% (n = 310,000). AID 1511;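 active = activation above the mean of controls blocked by dofetilide plus 5 SD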;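 note: thallium influx through hERG after potassium depolarization seen as dye fluorescence rise; in these data hits start at about 4.7%; inactives centre near -7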
KCNQ1 act: potentiates or activates the human KCNQ1 potassium channel. P51787. CHO-K1 KCNQ1, thallium flux FluxOR fluorescence; hits give high values. B-score at 10 µM. actives 0.35% (n = 310,000);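 active = fluorescence ratio B-score, a plate-corrected score, at least three library SD, with initial intensity B-score within 5 SD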
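System: CHO-K1 cells stably expressing KCNQ1 / Medium: assay buffer for compound exposure, DMSO matched across wells / Reagent: thallium- and potassium-containing depolarizing buffer / Compound: one concentration, matched DMSO / Incubation: 20 min compound pretreatment at room temperature / Measured by: kinetic FluxOR fluorescence, 10 s baseline plus 110 s post-stimulus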
TRPC4 potent: allosteric potentiators of mouse TRPC4 channel; actives 0.42% (n = 310,000); B-score at 10 µM; HEK293 TRPC4beta/mu-opioid, DAMGO EC20, Fluo-4 Ca2+ flux; hits give high values; Q9QUQ5;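 active = B-score of calcium response area above 5 SD of library B-scores, with initial fluorescence ratio within 5 SD of library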;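 note: B-score of integrated fluorescence ratio over time as area under calcium response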
TMEM16A inh: inhibitors of mouse TMEM16A calcium-activated chloride channel | Q8BHY3 | HEK293 TMEM16A/YFP iodide influx fluorescence, ionomycin | normalized B-score (activity score, 25-100; higher = stronger inhibition) at 10 µM | actives 1.2% (n = 310,000) | AID 588511;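 active = ratio plate-corrected score three or more library SD toward inhibition, starting fluorescence score within five deviations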;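 note: score derived from kinetic fluorescence span divided by baseline fluorescence per well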
* hit, by the source's call; i = inactive; ? = inconclusive; · = not tested or not shown; & = joins results of further samples. Not all compounds are listed; count on the stated rates, not on these rows.

Structure	TRPC4 agonist	KCNK3 block	ANO1 activ	HDAC3 inh	KCNK9 block	Dyrk1A ADPGlo	KCNQ1 inh	hERG protect	KCNQ1 act	TRPC4 potent	TMEM16A inh
COc1ccc(CCNC(=O)c2cc(C(=O)c3cc(C)ccc3O)cn(CCc3ccc(OC)cc3)c2=O)cc1	i	i	i	4	i	-8	i	-33	i	i	i
COCCn1c(=O)c2ccccc2c2ccccc2c1=O	i	i	i	1	i	-1	i	-9	i	i	i
Cc1cc(C(=O)CSc2nnc3c(Cl)cc(Cl)cn23)c(C)n1C	i	i	i	-2	i	0	i	-3	i	i	i
CC(C)(C)OC(=O)NCCCC[C@@H](C(=O)N1CCN(C(=O)OC(C)(C)C)CC1)n1cc(CCC(=O)O)nn1	i	i	i	8	i	-4	i	-3	i	i	i
CCOC(=O)c1ccc(N2CCOCC2)c(NC(=O)c2nccnc2C(=O)O)c1	i	i	i	11	i	-3	i	-5	i	i	i
CSc1nnc(-c2cnccn2)n1C	i	i	i	4	i	-8	i	-7	i	i	i
Cc1cccc(-c2nc(CS(=O)CC(=O)N3CC(C)CC(C)C3)c(C)o2)c1 (stereo not drawn)	i	i	i	4	i	-1	i	-10	i	i	i
Cc1nnc(SCC(=O)c2ccc(Br)cc2)s1	i	i	i	6	i	7	i	-6	i	i	i
O=[N+]([O-])/C=C/c1cn(Cc2ccccc2)c2ccccc12	i	i	i	4	i	-2	i	-12	i	i	i
O=C(O)C1=C[C@H](c2cccs2)C[C@H](OCc2ccc(CO)cc2)O1	i	i	i	-1	i	0	i	-3	i	i	i
COc1ccc(/C=C2\C(=O)OCc3cc(OC)c(OC)cc32)cc1OC	i	i	i	8	i	1	i	-12	i	i	i
Cc1ccc(S(=O)(=O)c2cnc3cc(C)nn3c2N)cc1	i	i	i	1	i	·	i	4	i	i	i
COc1ccc(N(C)S(=O)(=O)c2cccc(C(=O)N3CCN(S(=O)(=O)c4ccc(C)cc4)CC3)c2)cc1	i	i	i	9	-12*	5	i	-13	i	i	i
COc1cc(OC)cc(C(=O)NCCS(=O)(=O)N2CCN(Cc3ccccc3)CC2)c1	i	i	i	1	i	1	i	-11	i	i	i
CCOc1ccc(CNC(=O)CCCn2nc(C)c3c(C)n(-c4ccc(C)cc4)nc3c2=O)cc1	i	i	i	5	i	·	i	-5	i	i	i
CCOC(=O)N1CCC(NCCNC(=O)c2ccccc2)CC1	i	i	i	-2&3	i	3&4	i	-12	i	i	i
COc1ccc(OC(=O)c2cccc([N+](=O)[O-])c2)c(C(=O)/C=C/c2cccs2)c1	·	i	i	4	·	2	·	·	·	·	i
CCCCCC(=O)Nc1cccc(C2=NOC3(C2)C[C@H](C(N)=O)N(C(=O)c2ccccc2)C3)c1 (stereo partly drawn)	i	i	i	3	i	-3	i	-4	i	i	i
NC(=O)c1ccc2c(c1)OCCO2	i	i	i	-5	i	10	i	-7	i	i	i
CCCC(C(=O)NCc1ccco1)N(C(=O)CNS(=O)(=O)c1ccccc1)c1ccccc1OC (stereo not drawn)	i	i	i	-2	i	5	i	-9	i	i	i
O=C(NCc1ccc(Cl)cc1)C1CCN(S(=O)(=O)c2ccc(N3CCCC3=O)cc2)CC1	i	i	i	8	i	1	i	-8	i	i	i
CCC(C)C(NC(=O)OCc1ccccc1)C(=O)NC(Cc1ccc(O)cc1)C(=O)OC (stereo not drawn)	i	i	i	-4	i	·	i	-14	i	i	i
Nc1nonc1-c1noc(CCCN2C(=O)c3ccccc3C2=O)n1	i	i	i	-2	i	2	i	-13	i	i	i
CCS(=O)(=O)c1nc(S(=O)(=O)c2ccc(Cl)cc2)c(N2CCC(O)CC2)s1	i	i	i	9	i	4	i	-8	i	i	i
CCN(Cc1cc2cc(C)ccc2[nH]c1=O)C(=O)c1cccc([N+](=O)[O-])c1	i	i	i	-2	i	-3	i	-6	i	i	i
Cc1ccc(S(=O)(=O)N(CCO)Cc2cc3ccc(C)c(C)c3[nH]c2=O)cc1	i	i	i	0	i	-7	i	-15	i	i	i
COc1ccc(S(=O)(=O)N2CCC(C(=O)N3CCN(C)CC3)CC2)cc1OC	i	i	i	0	i	-6	i	-10	i	i	i
COc1ccc2nc3oc(C(=O)N4CCN(c5cccc(Cl)c5)CC4)cc3cc2c1	i	i	i	-3	i	11	i	-8	i	i	i
CN(C)c1cccc(C(=O)N/N=C/c2ccoc2)c1	i	i	i	9	i	1	i	-8	i	i	i
CC(C)c1ccc(NC(=O)NC2CCN(CC(=O)Nc3cccc4ccccc34)CC2)cc1	i	i	i	3	i	8	i	-14	i	i	i
O=C(O)C(O)C(O)c1nc2ccccc2[nH]1 (stereo not drawn)	i	i	i	1	i	3	i	-4	i	i	i
COc1ccc(CCNC(=O)CCC(=O)N2CCOc3ccc(C)cc32)cc1OC	i	i	i	-1	i	3	i	-9	i	i	i
CCOC(=O)Cc1csc(NS(C)(=O)=O)n1	i	i	i	0	i	-8	i	-3	i	i	i
NC(=O)c1cc2cc([N+](=O)[O-])ccc2oc1=O	i	i	i	0	i	-9	i	-11	i	i	i
O=C(NCCO)C(=O)NCC1OCCCN1S(=O)(=O)c1cccs1 (stereo not drawn)	i	i	i	-6	i	3	i	-9	i	i	i
CCOC(=O)c1c(NC(=O)COC(=O)c2ccc([N+](=O)[O-])cc2)sc(C(=O)N(C)C)c1C	i	i	i	-6	i	20	i	-10	i	i	i
COc1cc(-c2nc(-c3cccnc3)no2)cc(OC)c1OC	i	i	i	6	i	-1	i	-5	i	i	i
O=C(CCc1ccccc1)Nc1ccc(F)c([N+](=O)[O-])c1	i	i	i	3	i	0	i	-11	i	i	i
Cc1onc(-c2ccccc2Cl)c1C(=O)N1CCC(C)CC1	i	i	i	3	i	-6	i	-7	i	i	i
Cc1ccc(NC(=O)CSC2=NCCN2)cc1	i	i	i	-1	i	0	i	-7	i	i	i
COC(=O)C1CCN(c2ccc([N+](=O)[O-])cc2[N+](=O)[O-])CC1	i	i	i	?	i	2	i	-4	i	i	i
Cc1ccc2nc(-c3ccc(NC(=O)CNC4CC4)cc3)sc2c1	i	i	i	·	i	3	i	-11	i	i	·
CC(=O)NN1C(=O)c2ccccc2NC1c1ccc(N(C)C)cc1 (stereo not drawn)	i	i	i	-3	i	2	i	-2	i	i	i
C=CCn1c(O)c(N=NC(=O)CNC(=O)Cc2ccccc2)c2ccccc21	i	i	i	0	i	4	i	-4	i	i	i
COc1ccc(Oc2coc3cc(OC(=O)c4cccs4)ccc3c2=O)cc1	i	i	i	-3	i	-6	i	-4	i	i	i
c1ccc(-c2ccccc2OCCCCn2ccnc2)cc1	i	i	i	8	i	·	i	-12	i	i	i
COc1ccc(-c2nc(N3CCCC3)[nH]c(=O)c2C#N)cc1	i	i	i	3	i	-1	i	-1	i	i	i
Cn1nc(C(F)(F)F)c(-c2ccccc2)c1NC(=O)CSCC(=O)O	i	i	i	-4	i	·	i	-11	i	i	i
O=C(COc1cccnc1[N+](=O)[O-])Nc1cccc(S(=O)(=O)N2CCCCC2)c1	i	i	i	0	i	3	i	-11	i	i	i
CCc1ccccc1NC(=O)NNC(=O)CCc1ccccc1	i	i	i	4	i	-1	i	-13	i	i	i
O=C(O)C1=C[C@H](c2ccccc2)C[C@H](OCCCCO)O1	i	i	i	-4	i	-13	i	-8	i	i	i
Cc1ccccc1CC(=O)N1CCN(C(=O)c2ccco2)CC1	i	i	i	-14	i	1	i	-4	i	i	i
CCCn1c(SCC(=O)Nc2c(CC)cccc2CC)nnc1C(C)C	i	i	i	-1	i	2	i	-8	i	i	i
COc1cc(C2=CCN(C(C)=O)CC2)ccc1OC(C)=O	i	i	i	-2	i	-10	i	0	i	i	i
Nc1nc(-c2cc3c(cc2Cl)OCCO3)cs1	i	i	i	4	i	25	i	-2	i	i	i
Cc1cccc(Nc2nnc(SCC3CCCCO3)s2)c1C (stereo not drawn)	i	i	i	-2	i	-10	i	-11	i	i	i
Cc1cc(Nc2cccc(C(=O)O)c2)n2ncnc2n1	i	i	i	3	i	6	i	-9	i	i	i
COc1ccc(N2C(=O)CN(Cc3ccc(OC)c(OC)c3)C2=S)cc1	i	i	i	3	i	-16	i	-8	i	i	i
COC(=O)c1c(C)[nH]c(C)c1-c1ccccc1Cl	i	i	i	2	i	7	i	-16	i	i	i
CCOc1ccc(N(C(C)C(=O)Nc2ccc(OC)cc2)S(C)(=O)=O)cc1 (stereo not drawn)	i	i	i	-2	i	34	i	-10	i	i	i

(more compounds)
Structure	TRPC4 agonist	KCNK3 block	ANO1 activ	HDAC3 inh	KCNK9 block	Dyrk1A ADPGlo	KCNQ1 inh	hERG protect	KCNQ1 act	TRPC4 potent	TMEM16A inh
CCc1c(C)c2ccc(OCC(N)=O)cc2oc1=O	i	i	i	-13	i	7	i	-10	i	i	i
Cc1ccc2oc(C(=O)Nc3nonc3C)c(C)c2c1	i	i	i	·	i	-7	i	-12	i	i	i
COc1ccc(-c2cc(C(F)(F)F)nc(NCc3cccs3)n2)cc1	i	i	i	9	i	0	i	-12	i	i	i
CCc1ccc(C2C3=C(CC(C)(C)CC3=O)Nc3c2c(=O)[nH]c2nc(C)nn32)cc1 (stereo not drawn)	i	i	i	-7	i	-2	i	-10	i	i	i
Cc1cc(C)n2nc(SCC(=O)Nc3ccccc3C)nc2n1	i	i	i	0	i	6	i	-4	i	i	i

Screening results as filed in PubChem BioAssay.
